# NALP1 yeast inh: NALP1 inflammasome inhibitors in reconstituted yeast, colorimetric, S. cerevisiae, triplicate retest; S. cerevisiae NALP1/ASC/caspase-1 growth, X-gal OD620, 72 h; inhibition, % at 10 µM; 280,000 tested, 0.61% active; in the data active = inhibition mostly above about 24%, no sharp cut-off; inactive = mostly below about 32%; note: some compounds called inactive have numbers as strong as hits
# IDE act: human IDE activators in live cells, primary screen, fluorescence polarization, HEK cells, FAbeta-B substrate | FAbeta-B cleavage; 0% vehicle, 100% cell-free pure enzyme wells | 340,000 tested, 0.073% active | activation, % at 5.96 µM;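 active = activation above the mean of all tested compounds plus 3 SD, set per screening campaign, cut at about 17% in these data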
# pCIP destab: p/CIP-EGFP fusion destabilizers, primary screen, fluorescence, F442A cells; Q05BA5; 16 h; decrease of EGFP signal, % at 10 µM; 290,000 tested, 0.01% active;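 active = EGFP signal decrease of at least 30% at 10 µM or well 3 SD below plate mean, unless failing retest; inactive = the rest, including hits failing retest or dose response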; note: some compounds called inactive have numbers as strong as hits; many of its hits are not listed in these tables
# UBC9 SUMO inh: inhibitors of in vitro SUMOylation cascade, primary screen, biochemical, HTRF, uHTS; inhibition, % at 35 µM; HTRF SUMOylation assay, SAE1/SAE2 + UBC9; 290,000 tested, 0.36% active; SUMO-conjugating enzyme UBC9 (Homo sapiens), P63279; in the data active = inhibition above about 50%, passing the limit was not always enough; note: strong numbers were not always called active
# Target sequence (P63279 whole entry, looked up): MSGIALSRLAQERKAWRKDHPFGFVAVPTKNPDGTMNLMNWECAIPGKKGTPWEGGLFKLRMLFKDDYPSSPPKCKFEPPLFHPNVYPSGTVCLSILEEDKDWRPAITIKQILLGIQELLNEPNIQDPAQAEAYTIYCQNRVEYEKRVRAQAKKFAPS
# IDE cell inh: human IDE inhibitors in live cells, primary screen, fluorescence polarization, HEK cells, FAbetaB substrate | inhibition, % at 5.59 µM | 320,000 tested, 0.41% active | FAbetaB cleavage;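 active = percent inhibition above the average of all tested compounds plus 3 SD, set per screening campaign, cut at about 16% in these data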;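 note: IDE supplied by intact live HEK cells; FP after avidin binding of uncleaved biotin substrate so inhibition keeps polarization high; 0% = DMSO wells and 100% = 60 µM reference IDE inhibitor Ii1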
# MEKK3 PB1 HTS: modulators of MEKK3-MEK5 PB1 binding, primary screen, biochemical, wildtype MEKK3, multiplex bead flow cytometry, Alexa488-MEK5 | Mitogen-activated protein kinase kinase kinase 3 (Homo sapiens), Q99759 | bead-based flow cytometry, Alexa488-MEK5 binding to MEKK3; actives lie on both sides; 0 = blocked by unlabeled MEK5, 100 = vehicle | binding response (% of control), % at 10 µM | 290,000 tested, 1.4% active | AID 1529, 2009;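 active = binding response more than 3 SD above or below the average of its plate-row segment, actives on both sides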;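 note: Alexa488 bead fluorescence after subtracting the streptavidin-only scavenger bead signal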
# Target sequence (Q99759 whole entry, looked up): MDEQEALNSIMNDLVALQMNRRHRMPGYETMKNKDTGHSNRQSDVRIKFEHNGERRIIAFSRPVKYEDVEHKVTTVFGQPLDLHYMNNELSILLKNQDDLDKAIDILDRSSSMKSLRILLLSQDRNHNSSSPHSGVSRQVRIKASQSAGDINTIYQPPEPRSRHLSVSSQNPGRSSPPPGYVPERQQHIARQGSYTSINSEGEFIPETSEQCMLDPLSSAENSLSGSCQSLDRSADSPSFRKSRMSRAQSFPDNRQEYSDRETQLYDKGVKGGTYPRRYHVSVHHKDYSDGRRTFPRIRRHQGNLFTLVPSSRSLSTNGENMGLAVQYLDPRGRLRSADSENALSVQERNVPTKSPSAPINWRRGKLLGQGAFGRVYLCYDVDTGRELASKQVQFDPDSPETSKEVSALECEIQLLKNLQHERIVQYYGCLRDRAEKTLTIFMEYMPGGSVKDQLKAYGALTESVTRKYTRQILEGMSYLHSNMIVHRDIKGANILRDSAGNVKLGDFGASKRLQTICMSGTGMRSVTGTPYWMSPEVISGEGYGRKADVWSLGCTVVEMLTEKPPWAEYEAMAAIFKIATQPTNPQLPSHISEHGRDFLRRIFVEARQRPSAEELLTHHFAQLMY
# MEKK2wt PB1 HTS: modulators of MEK5 binding to wildtype MEKK2, primary screen, biochemical, multiplex bead flow cytometry, Alexa488-MEK5. Alexa488-MEK5 binding to MEKK2 WT; actives lie on both sides. binding response (% of control), % at 10 µM. 290,000 tested, 1.1% active. AID 1531, 2009; in the data active = binding response below about 67% or above about 130%
# MEKK2 mut-MEK5: MEK5 binding signal on mutant MEKK2 PB1, primary screen, biochemical, multiplex bead flow cytometry, Alexa488-MEK5; Alexa488-MEK5 binding to MEKK2 mutant; percent response, % at 10 µM; 290,000 tested, 0.35% active; AID 1530, 2009; in the data active = percent response above about 24%, passing the limit was not always enough; note: inactives centre near 1; some results filed as inactive read as strong as hits; reference of the scale not given here
# M18AAP inhibitor: PfM18AAP inhibitors, malaria aminopeptidase, primary screen, biochemical, QFRET, recombinant enzyme. H-Glu-NHMec fluorogenic cleavage. inhibition, % at 7.35 µM. M18 aspartyl aminopeptidase (Plasmodium falciparum 3D7). 290,000 tested, 1.2% active;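 active = inhibition above the campaign mean inhibition over all tested compounds plus 3 SD, cut at about 28% in these data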;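 note: 0% = plate median of test compound wells and 100% = 2 mM ZnCl2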
# Starred values were filed as active, the others as inactive; / = not tested or not shown; [ ] = remark or other dose.
NALP1 yeast inh	IDE act	pCIP destab	UBC9 SUMO inh	IDE cell inh	MEKK3 PB1 HTS	MEKK2wt PB1 HTS	MEKK2 mut-MEK5	M18AAP inhibitor	smiles
-13	4	-8	-7	3	93	96	-4	-7	CCN=C1SC(C(=O)Nc2ccccc2)CC(=O)N1CC (stereo unspecified)
16	6	-9	18	0	102	99	0	1	CN1CCN(C(=O)c2ccc3c(c2)NC(=O)C(C)(C)O3)CC1
-69	5	-10	-57	-6	85	93	2	-1	Nc1c(C(O)(C(F)(F)F)C(F)(F)F)cc(C(O)(C(F)(F)F)C(F)(F)F)c2ccccc12
-3	3	-13	-18	3	102	90	-13	-10	CSc1nc(Cl)cc(Nc2ccccc2N)n1
12	4	-2	1	2	106	107	5	-4	Cc1ccc(/C=N/OC(=O)c2nn(C)cc2Cl)cc1
25	4	1	-18	1	90	87	-2	-14	CN(C)S(=O)(=O)c1ccc(C(=O)Nc2nc(-c3ccccc3)c(C(=O)c3ccccc3)s2)cc1
5	-1	-3	4	6	103	104	2	-8	Cc1ccc(NC(=O)CN(C)Cc2nc3ccccc3c(=O)[nH]2)c(Br)c1
15	0	4	-6	14	102	101	-2	-4	CC1=CC(C)C2C(=O)N(c3ccccc3)NC(=O)C2C1 (stereo unspecified)
2	8	-12	13	0	96	96	-2	5	COc1cccc(-c2cc(C(=O)Nc3cc(C)nn3-c3ccccc3)no2)c1
-10	10	-19	3	2	110	115	11	-3	CCOC(=O)C1CCCCN1Cc1cccc(Oc2ccccc2)c1 (stereo unspecified)
8	3	3	8	7	86	86	-9	7	Cn1c(N)c(C(=O)COC(=O)c2ccc([N+](=O)[O-])o2)c(=O)n(C)c1=O
/	7	-4	-11	2	104	108	1	1	NC(=NC(=O)c1ccc(OCC(F)(F)F)nc1)c1ccccc1
31	0	2	1	2	103	100	-2	0	COc1ccc(N/C(=N\c2nc(C)cc(C)n2)NC(C)=O)cc1OC
-6	8	-5	18	-3	106	106	16	-3	CSCCC(NC(=O)c1ccc(C)o1)C(=O)O (stereo unspecified)
1	1	-1	23	-2	97	96	0	-12	Cc1cc(C(=O)NCC2CCCO2)n(-c2ccccc2)n1 (stereo unspecified)
15	6	-2	-9	5	97	93	-3	-2	COC(=O)c1cc(-c2ccccc2)sc1NC(=O)CN1C(=O)c2ccccc2C1=O
6	3	3	0	6	99	95	-4	-1	O=C(NCCCc1ccccc1)c1ccc(CS(=O)Cc2ccccc2Cl)o1 (stereo unspecified)
2	-1	-7	0	6	102	105	9	1	COc1cccc(CN(C(=O)COc2ccc(Cl)cc2)C2CCS(=O)(=O)C2)c1 (stereo unspecified)
-3	8	-5	-119	2	91	93	7	-5	CC(C)(C)c1ccc(OCC(=O)NNC(=S)NC(=O)c2ccccc2[N+](=O)[O-])c(Br)c1
0	6	-1	5	2	103	100	2	-1	Cn1cc(CN2CCCC(C(=O)c3nccn3C)C2)c(-c2cccc(Cl)c2)n1 (stereo unspecified)
-3	-6	1	-20	1	86	92	10	4	Cc1cc(C)cc(N(CC(=O)NCc2ccco2)C(=O)c2snc(C(N)=O)c2N)c1
20	4	4	15	1	101	104	1	-5	Cc1ccc(NC(=O)Cn2nnc(C(=O)NCc3cccs3)c2N)c(C)c1
11	4	-6	18	1	101	96	2	4	O=S(=O)(Nc1nnc(C2CCCCC2)s1)c1ccc(F)cc1
5	7	-5	12	1	110	110	3	4	Cc1cc(S(=O)(=O)N2CCN(c3ccccc3O)CC2)c(C)s1
-7	-5	-3	21	9	92	96	-3	5	NNC(=O)c1cc(-c2cccs2)nc2ccccc12
/	6	-6	2	10	87	79	-7	6	Cc1c(/C=N/Nc2ccc([N+](=O)[O-])cn2)c2ccccc2n1Cc1ccccc1
37	1	-5	-17	/	96	95	16	3	CCC(C(=O)OCC(=O)Nc1ccc(SC(F)F)cc1)c1ccccc1 (stereo unspecified)
-4	3	5	-11	2	101	98	-2	-8	CCCCn1c(SCC(=O)OCC)nc2c(sc(=S)n2-c2ccccc2OC)c1=O
0	-2	-1	20	3	84	91	-4	1	CCOC(=O)C1=C(CC)Nc2ccccc2N=C1N
/	2	-7	10	5	103	104	8	-8	Cc1cc(=O)c2ccc(C(F)(F)F)cc2[nH]1

# Part of the list above, showing only IDE cell inh.
SMILES	IDE cell inh
Cc1cc(C(=O)NCC2CCCO2)n(-c2ccccc2)n1 (stereo unspecified)	-2
COC(=O)c1cc(-c2ccccc2)sc1NC(=O)CN1C(=O)c2ccccc2C1=O	5

# The results go on:
NALP1 yeast inh	IDE act	pCIP destab	UBC9 SUMO inh	IDE cell inh	MEKK3 PB1 HTS	MEKK2wt PB1 HTS	MEKK2 mut-MEK5	M18AAP inhibitor	smiles
-2	1	-2	-13	1	100	104	4	-8	CS(=O)(=O)Nc1ccc(C(=O)NC2CC3CCC2C3)cc1 (stereo unspecified)
12	4	-6	14	-1	105	124	14	-10	CCCCNC(=O)CC1NCCNC1=O (stereo unspecified)
4	-2	-2	4	-3	105	101	1	7	CCCC(=O)N1CCN(c2ccc(NC(=O)c3ccccc3)cc2)CC1
22	0	-13	15	0	105	112	13	-8	O=c1c2cccnc2[nH]c(=S)n1Cc1ccccc1
-2	1	-2	13	1	107	114	10	1	CCN1CCCC1CNC(=O)c1cc2cc(OC)c(OC)cc2[nH]1 (stereo unspecified)
28*	4	-18	12	2	102	105	2	10	O=C(CSc1ncn[nH]1)NCc1ccccc1
-15	3	-10	7	-4	103	100	0	2	C=CCNC(=O)NC(=O)COC(=O)/C=C/c1cccc([N+](=O)[O-])c1
-2	-4	3	4	9	99	101	5	-4	COc1ccc(Cl)cc1NC(=O)C/C(C)=N/NC(=O)C(=O)NCc1ccccc1
16	2	-19	26	2	101	100	3	8	CCC(=O)C1=C(N2CCCC2)CC(C)(C)CC1=O
-11	-3	-3	/	7	100	97	2	-2	COCc1cc(C)n(CC(=O)Nc2ccc3c(c2)OCO3)c(=O)c1C#N
17	2	-1	1	1	87	89	-5	-4	CCOC(=O)c1c(NC(=O)CSc2nc3ccccc3o2)sc(C(C)=O)c1C
/	5	/	/	-6	108	103	3	/	Cc1[nH]cnc1CN1CCc2c(c3ccccc3n2C)C1=O
27	0	-4	-10	2	96	104	5	-1	CCOC(=O)/C(=C/c1ccc(OC)cc1)NC(=O)c1ccco1
/	2	5	4	0	96	105	4	/	NC(=O)CC(NC(=O)Cc1ccc(Cl)cc1)c1ccc(NCCc2ccccc2F)c([N+](=O)[O-])c1 (stereo unspecified)
12	3	1	-3	10	101	103	1	2	Cc1ccc(CNC(=O)C2CCN(S(=O)(=O)c3c(C)noc3/C=C/N(C)C)CC2)cc1

# Arranged by value in pCIP destab (descending): 3 from the list above
NALP1 yeast inh	IDE act	pCIP destab	UBC9 SUMO inh	IDE cell inh	MEKK3 PB1 HTS	MEKK2wt PB1 HTS	MEKK2 mut-MEK5	M18AAP inhibitor	smiles
/	2	5	4	0	96	105	4	/	NC(=O)CC(NC(=O)Cc1ccc(Cl)cc1)c1ccc(NCCc2ccccc2F)c([N+](=O)[O-])c1 (stereo unspecified)
27	0	-4	-10	2	96	104	5	-1	CCOC(=O)/C(=C/c1ccc(OC)cc1)NC(=O)c1ccco1
16	2	-19	26	2	101	100	3	8	CCC(=O)C1=C(N2CCCC2)CC(C)(C)CC1=O

# Other records.
NALP1 yeast inh	IDE act	pCIP destab	UBC9 SUMO inh	IDE cell inh	MEKK3 PB1 HTS	MEKK2wt PB1 HTS	MEKK2 mut-MEK5	M18AAP inhibitor	smiles
-19	-5	1	7	9	99	97	1	2	CCCCc1cc(=O)oc2cc(OCC(=O)N3CCC(C(=O)O)(c4ccccc4)CC3)ccc12
4	1	-10	2	2	91	87	-7	-16	CCOCCOC(=O)c1ccc(-n2cnc(C)n2)nc1
11	4	-11	-17	6	95	89	-3	-10	CN1C(=O)/C(=C/c2ccccc2OCc2ccccc2)NC1=S
-4	4	5	-4	5	102	105	10	-7	CCN1C(=O)C(CC(=O)N2CCN(C(c3ccccc3)c3ccccc3)CC2)N(CC)C1=O (stereo unspecified)
30	6	-18	3	1	105	103	5	4	CCCc1cc2c(=O)c(-c3ccc4c(c3)OCCO4)c(C)oc2cc1OS(C)(=O)=O
-24	3	1	-1	5	101	95	-2	1	COc1cc(OC)cc(C(=O)NC2CCN(Cc3nnnn3Cc3cccs3)CC2)c1
41*	-4	-8	10	-2	98	104	4	-2	COCc1cc(C)nc(N2CCN(Cc3ccccc3)CC2)c1C#N
10	-1	4	15	2	105	117	13	-4	Cc1ccc(-n2ncc3c(=O)n(CC(=O)N(C)C)cnc32)cc1C
34	5	-4	-2	3	102	100	2	4	COC(=O)c1cc(NC(=O)C2CC=CCC2C(=O)O)cc(C(=O)OC)c1 (stereo unspecified)
33	9	5	15	-1	88	91	4	6	CN(C)CCN(Cc1ccc(Cl)cc1)c1ccccn1
24	6	-2	5	-2	101	97	-3	4	COc1ccc(NC(=O)CSc2nnc(C)n2C2CCCCC2)cc1
4	9	-8	10	/	98	95	-1	1	Fc1cccc(CN2CCSCC2)c1
-1	2	0	-18	-4	77	75	-6	2	c1ccc(CCn2c3ccccc3c3nnc(SCc4ccc5nonc5c4)nc32)cc1
4	/	-2	17	4	99	99	-2	-1	Cc1ccccc1CSc1nc(C(C)(C)C)cc(=O)[nH]1
-1	7	2	-6	-3	101	98	-4	-6	CC(C)=CCN1CCN(Cc2ccc(Sc3nncn3C)o2)CC1CCO (stereo unspecified)
34	0	1	-2	-1	2.0*[inhibitor]	2.0*[inhibitor]	-1	-5	O=C(COC(=O)CCc1c[nH]c2ccccc12)NCc1ccc(Cl)cc1
21	5	3	-7	3	103	104	1	-36	C/C(=N\NC(=O)c1ccc(N(C)C)cc1)c1ccc(C)cc1C
13	0	-9	12	-3	97	96	0	2	COc1ccc(N2C(=O)CCC2=O)c(OC)c1
11	4	9	8	4	103	108	3	11	Cc1ccc[n+](CC(=O)Nc2ccc(Cl)c([N+](=O)[O-])c2)c1
10	0	-8	-9	1	97	98	-4	2	O=C(NCc1ccco1)c1cc2n(n1)C(C(F)(F)F)CC(c1ccc(Cl)c(Cl)c1)N2 (stereo unspecified)
-11	-1	-10	/	4	101	110	9	-5	COc1ccc(C(=O)N/C(=C\c2cn(S(=O)(=O)N(C)C)c3ccccc23)C(=O)NCCCn2ccnc2)cc1
2	1	-3	-2	/	99	102	2	6	CCCC(=O)Nc1nnc(S(=O)(=O)N(CC)c2ccc(OC)cc2)s1
7	6	-4	9	-4	109	111	7	-2	Oc1ccc(-c2cccc(-c3ccc(O)cc3)c2)cc1
16	3	-8	12	/	104	108	4	-8	COc1cccc(N2C(=O)c3cccnc3C2O)c1 (stereo unspecified)
-2	6	-27	34	4	104	98	-1	4	N=C1C(=O)OCC1c1ccccc1NC(=O)Nc1ccccc1 (stereo unspecified)
8	-7	1	16	6	101	102	3	-1	CCOc1cc(C(=O)Nc2ccon2)cc(OCC)c1OCC
11	5	9	-2	2	100	148*	36	0	O=C(c1ccc(Cl)cc1)C1CCCN(Cc2cnn(-c3ccccc3)c2)C1 (stereo unspecified)
-4	3	0	-14	-2	97	94	-6	4	Cc1ccc(S(=O)(=O)CCC(=O)OCc2ccccc2)cc1
4	2	-22	-10	-1	110	118	5	-4	Cc1ccc(NC(=O)Nc2ccc3c(c2)N(C)C(=O)CS3)cc1C
4	1	-3	2	-1	92	91	-1	12	CN1CCN(C(=O)C(N)Cc2ccccc2)CC1 (stereo unspecified)

# Screens: PubChem, several laboratories

# The list is partial (hit frequency here may not be typical).
